Bioassay records deposited in PubChem BioAssay by Johns Hopkins Ion Channel Center.
MrgX1 agonist = activates human MrgX1 receptor signaling. Q96LB2. MrgX1-HEK293 cells, Fluo-4 calcium fluorescence, agonist mode; hits give high values. B-score at 10 µM. 0.44% of 310,000 active;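 active = calcium response B-score plate-corrected fluorescence ratio at least 3 library SD, with starting fluorescence B-score inside 5 SD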
Target sequence (Q96LB2 whole entry, looked up): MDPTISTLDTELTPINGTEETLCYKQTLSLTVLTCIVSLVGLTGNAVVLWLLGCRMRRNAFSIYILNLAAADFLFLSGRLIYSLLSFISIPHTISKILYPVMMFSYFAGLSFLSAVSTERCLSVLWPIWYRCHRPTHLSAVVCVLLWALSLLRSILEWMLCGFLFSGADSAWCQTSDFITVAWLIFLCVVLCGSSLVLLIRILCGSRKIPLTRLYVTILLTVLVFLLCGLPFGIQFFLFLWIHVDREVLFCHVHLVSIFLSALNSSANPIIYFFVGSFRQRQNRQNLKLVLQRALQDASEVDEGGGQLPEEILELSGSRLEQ
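Material – MrgX1-expressing HEK293 cells · Input – 15,000 cells seeded per well · Dosing – compound as first of three additions · Times – overnight seeding, then 1 h dark dye loading · Measured by – kinetic Fluo-4 NW fluorescence of intracellular calcium · Read-out – B-scored fluorescence response ratio · Benchmarks – positive and negative control wells on each plate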
KCNQ1 pot = potentiators or activators of human KCNQ1 potassium channel; CHO-K1 KCNQ1, thallium flux FluxOR fluorescence; hits give high values; B-score at 10 µM; 0.35% of 310,000 active;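 active = fluorescence ratio B-score, a plate-corrected score, at least three library SD, with initial intensity B-score within 5 SD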
Target sequence (P51787 whole entry, looked up): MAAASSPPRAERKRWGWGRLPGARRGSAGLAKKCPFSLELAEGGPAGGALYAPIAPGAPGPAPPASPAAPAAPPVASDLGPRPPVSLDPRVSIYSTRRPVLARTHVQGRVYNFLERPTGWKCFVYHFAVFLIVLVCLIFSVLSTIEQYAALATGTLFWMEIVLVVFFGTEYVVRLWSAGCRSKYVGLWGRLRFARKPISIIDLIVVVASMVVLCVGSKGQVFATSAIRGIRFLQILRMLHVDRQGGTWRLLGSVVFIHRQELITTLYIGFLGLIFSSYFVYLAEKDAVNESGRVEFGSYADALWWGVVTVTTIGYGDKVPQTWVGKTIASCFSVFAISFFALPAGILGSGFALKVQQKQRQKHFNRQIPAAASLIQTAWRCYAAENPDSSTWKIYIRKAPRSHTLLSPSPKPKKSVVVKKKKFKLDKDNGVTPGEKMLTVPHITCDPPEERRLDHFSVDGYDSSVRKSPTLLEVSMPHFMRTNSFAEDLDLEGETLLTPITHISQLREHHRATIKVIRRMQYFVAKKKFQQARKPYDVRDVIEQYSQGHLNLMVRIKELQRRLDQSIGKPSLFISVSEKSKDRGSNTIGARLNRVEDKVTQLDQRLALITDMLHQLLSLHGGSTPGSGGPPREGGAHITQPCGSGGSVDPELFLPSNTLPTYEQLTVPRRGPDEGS
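assay system = KCNQ1-transfected CHO-K1 cells | medium = assay buffer with matched DMSO | probe or stimulus = depolarizing K+/Tl+ stimulus, K2SO4 and Tl2SO4 each 12.5 mM in 5x stock | dosing = single dose | incubation = dye 90 min, compound 20 min, room temperature | detection = kinetic FluxOR fluorescence, 10 s baseline plus 110 s post-stimulus | evaluation = ratio B score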
RGS4 act = RGS4 potentiation or activation | HEK293 M3R/inducible RGS4, carbachol calcium flux Fluo4; hits give low values | B-score at 10 µM | 0.92% of 310,000 active;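 active = B-score of the integrated calcium signal more than 4 SD below the library mean, with starting fluorescence not abnormally high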;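 also: negative B-score means reduced calcium response which marks RGS4 activation or potentiation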
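Test system: HEK293 cells with stable M3R and inducible RGS4; also added: carbachol at ECmax as muscarinic agonist stimulus; schedule: dye loading 30 min 37 °C, buffer rest 30 min RT; technique: kinetic calcium fluorescence imaging with Fluo4-AM dye, 2 µM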
hERG rescue = shields human hERG channel from block by proarrhythmic agents; Q12809; CHO-hERG, FluxOR thallium flux, dofetilide IC70 present; activation (rescue from dofetilide block), less the hit threshold, % at 10 µM; 0.51% of 310,000 active; AID 1511;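 active = activation above the mean of controls blocked by dofetilide plus 5 SD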;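 also: thallium influx through hERG after potassium depolarization seen as dye fluorescence rise; in these data hits start at about 4.7%; inactives centre near -7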
KCNK3 block = human KCNK3 channel inhibition, primary screen; O14649; CHO-KCNK3 thallium flux, FluxOR fluorescence; hits give low values; 0.84% of 340,000 active; B-score at 10 µM;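 active = B-score under library mean minus 4 SD, starting fluorescence ratio at most library mean plus 5 SD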;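 also: more negative B-score means stronger inhibition of thallium flux through KCNK3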
MrgX1 allo act = allosterically activates human MrgX1 receptor signaling; Q96LB2; MrgX1-HEK293, Fluo-4 calcium flux, FDSS; hits give high values; B-score at 10 µM; 0.63% of 310,000 active; AID 588675;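 active = plate-corrected calcium response at least 3 library SD above typical, normal starting fluorescence, not activating the receptor alone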;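 also: compound read alongside a low EC10 to EC30 dose of BAM8-22 agonist; peak minus trough fluorescence over baseline measured at the second addition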
KCNK9 block = blocks the human KCNK9 two-pore domain potassium channel. HEK293 KCNK9, FluxOR thallium flux fluorescence; hits give low values. B-score at 10 µM. 1.2% of 310,000 active;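 active = ratio B-score over 3 SD below the library mean, with starting fluorescence within 5 SD of its mean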;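 also: negative B-score means less thallium flux so channel inhibition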
RGS4 block = inhibitors of human RGS4. P49798. HEK293 M3R/RGS4 inducible, Fluo-4 calcium flux; hits give high values; triggered by carbachol at its EC20. B-score at 10 µM. 0.45% of 310,000 active. AID 463165;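 active = B-score, a plate-corrected calcium signal, over three deviations above library mean, with baseline fluorescence within five deviations of library mean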;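 also: RGS4 expression induced by doxycycline in cells with stable M3 receptor; B-score is computed from the integrated fluorescence ratio over baseline after carbachol; higher B-score means a larger calcium signal and so more RGS4 inhibition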
KCNQ1 inh = inhibitors of human KCNQ1 potassium channel; AID 2642; B-score at 10 µM; CHO-K1 KCNQ1, FluxOR thallium flux fluorescence; hits give high values; P51787; 1.3% of 310,000 active;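 active = compounds whose thallium flux B-score, printed positive for inhibition, exceeds three library SD while starting fluorescence stays within three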;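 also: channel opened by potassium depolarization with thallium stimulus after 20 min compound exposure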
ANO1 block = inhibitors of mouse TMEM16A calcium-activated chloride channel. Q8BHY3. HEK293 TMEM16A/YFP iodide influx fluorescence, ionomycin. normalized B-score (activity score, 25-100; higher = stronger inhibition) at 10 µM. 1.2% of 310,000 active. AID 588511;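 active = ratio plate-corrected score three or more library SD toward inhibition, starting fluorescence score within five deviations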;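 also: score derived from kinetic fluorescence span divided by baseline fluorescence per well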
TMEM16A act = mouse TMEM16A channel activation, primary screen | AID 623877 | B-score at 10 µM | HEK293 TMEM16A/YFP-H148Q/I152L, iodide quench fluorescence; hits give low values | 0.3% of 340,000 active;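 active = fluorescence-ratio B-score plate-corrected deviation score at least 3 library SD below zero, with starting fluorescence score within 5 deviations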;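 also: channel opened by trigger with iodide after compound preincubation; score built on the fluorescence ratio of max minus min over baseline; more negative score means more quench and so TMEM16A activation or potentiation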
Starred values were filed as active, the others as inactive; i = inactive; . = no result given. Not a hit list; overall some 6.3% were active at least once.

no.	canonical_smiles	KCNQ1 inh	RGS4 block	MrgX1 allo act	TMEM16A act	KCNK3 block	hERG rescue	KCNQ1 pot	RGS4 act	MrgX1 agonist	KCNK9 block	ANO1 block
1	COc1cc(C(=O)Nc2ccc(S(=O)(=O)N3CCc4ccccc43)cc2)cc(OC)c1OC	i	i	i	i	i	-19.0	i	i	i	i	i
2	CCOc1ccc(C(=O)Nc2cc(C)on2)cc1OCC	i	i	i	i	i	4.9*	i	i	i	i	i
3	O=C(NCCN1CCN(c2ccccc2Cl)CC1)Nc1ccccc1	i	i	i	i	i	-10.2	i	i	i	i	i
4	Cc1n[nH]c(=S)c2nn(-c3cccc(Cl)c3)c(C)c12	i	i	.	.	.	0.0	i	i	.	i	.
5	Cc1cc(C)cc(Nc2ncnc3nc[nH]c23)c1	i	i	i	i	i	-15.0	i	i	i	i	i
6	Oc1ccc(C[C@@H]2CNC(=S)N2CCCCC2CCCCC2)cc1	i	5.34*	i	i	i	-13.7	i	i	i	i	i
7	COC(=O)CCCC(=O)NC1CCCN(C2Cc3ccccc3C2)C1 (centres undefined)	i	i	i	i	i	-2.2	i	i	i	i	i
8	COc1ccc(Br)c(C(=O)Nc2nc3ccccc3[nH]2)c1	i	i	i	i	i	-5.7	i	i	i	i	i
9	COC(=O)[C@H](CCSC)NC(=O)NCc1ccccn1	i	i	i	i	i	-3.1	i	i	i	i	i
10	CCOC(=O)c1ccc(NC(=O)CSc2nc(=O)n3cccc(C)c3n2)cc1	i	i	i	i	i	-12.7	i	i	i	i	i
11	COC(=O)CCC(=O)OC1(C)C(=O)C=C2C=C(C3CC3)N(C3CCCC3)C=C2C1=O (centres undefined)	i	i	i	i	i	-7.5	i	i	i	i	i
12	O=C(OCN1C(=O)c2ccccc2C1=O)c1cccs1	i	i	i	i	i	-1.7	i	i	i	i	i
13	N#Cc1c(C(F)(F)F)cc(C2CC2)[nH]c1=O	i	i	i	i	i	-2.5	i	i	i	i	i
14	COc1ccc(C(=O)/C=C/Nc2ccc([N+](=O)[O-])cc2C)cc1OC	i	i	i	i	i	-9.8	i	i	i	i	i
15	CCOc1ccccc1-n1c(SCC(N)=O)nnc1-c1cccnc1	i	i	i	i	i	-3.1	i	i	i	i	i
16	CCOC(=O)N1CCN(C(c2ccc(C(C)C)cc2)c2sc3nc(C)nn3c2O)CC1 (centres undefined)	i	i	i	i	i	-10.1	i	i	i	i	i
17	O=C(O)c1ccc(NC(=O)C2CCCCC2)cc1	i	i	i	i	i	-4.6	i	i	i	i	100*
18	S=C(NCc1cccc(Cl)c1)NCc1ccco1	i	i	i	i	i	-7.0	i	i	i	i	i
19	CCOC(=O)N1CCC(n2c(SCC(=O)OCc3ccccc3)nc3ccsc3c2=O)CC1	i	i	i	i	-9.31*	-12.1	i	i	i	i	i
20	O=C1CCCN2N=C(SCC(=O)Nc3nccs3)SC2=N1	i	i	i	i	i	-5.5	i	i	i	i	i
21	COc1cc(S(=O)(=O)NCCCN2CCOCC2)ccc1-n1cnnn1	i	i	i	i	i	-7.8	i	i	i	i	i
22	CC(=O)c1sc2nsc(SCCN3CCOCC3)c2c1N	i	i	i	i	i	-9.0	i	i	i	i	i
23	CCCNc1nc(Cl)nc(NCc2cccnc2)n1	i	i	i	i	i	-5.7	i	i	i	i	i
24	O=C(C1CC(c2ccc(F)cc2)=NO1)N1CCc2ccccc2C1 (centres undefined)	i	i	i	i	i	-5.9	i	i	i	i	i
25	Cc1nc2ccc(S(=O)(=O)NCC(=O)NCCN3CCCCC3C)cc2s1 (centres undefined)	i	i	i	i	i	1.8	i	i	i	i	i

(next part)
no.	canonical_smiles	KCNQ1 inh	RGS4 block	MrgX1 allo act	TMEM16A act	KCNK3 block	hERG rescue	KCNQ1 pot	RGS4 act	MrgX1 agonist	KCNK9 block	ANO1 block
26	Cc1ccc2c(c1)N(CC(=O)NC1CCCC1)C(=O)c1cccnc1O2	i	i	i	i	i	-5.6	i	i	i	i	i
27	CSc1ccc(NC(=O)NCCCN2CCC(Cc3ccccc3)CC2)cc1	i	i	i	i	i	-19.8	i	i	i	i	i
28	CC(=O)N1CCN(C(=O)c2cc3ccccc3o2)CC1	i	i	i	i	i	-7.1	i	i	i	i	i
29	CC(C)n1ncc(C(N)=O)c1N	i	i	i	i	i	-6.3	i	i	i	i	i
30	CCN(CCN(C)C)C(=O)c1ccc2c(c1NCCO)C(=O)c1ccccc1C2=O	i	i	i	i	i	-3.1	i	i	i	i	i
31	CC(Sc1ncnc2ccccc12)C(=O)Nc1ccc2c(c1)OCO2 (centres undefined)	i	i	i	i	i	-4.2	i	i	i	i	i
32	CCCC(NC(=O)COc1cc2c(c3oc(=O)cc(C)c13)CCC(C)(C)O2)C(=O)O (centres undefined)	i	i	i	i	i	-4.5	i	i	i	i	i
33	Cn1ccc(=Nc2ccc(NC(=O)c3ccc(N=c4ccn(C)c5ccc([N+](=O)[O-])cc45)cc3)cc2)cc1	i	i	i	i	i	-7.6	i	i	i	i	i
34	COCC(=O)NC1CCN(C(=O)Nc2ccc(Br)cc2)CC1	i	i	i	i	i	-9.9	i	i	i	i	i
35	CCc1nnc(NC(=O)CSc2nnc(-c3ccco3)n2C)s1	i	i	i	i	i	-7.2	i	i	i	i	i
36	NC(=O)C1CCN(C(=O)COc2ccc3ccc(=O)oc3c2)CC1	i	i	i	i	i	-2.2	i	i	i	i	i
37	CSCCC(NC(=O)c1ccc(Cl)cc1Cl)C(=O)OC1CCCCC1=O (centres undefined)	i	i	i	i	i	-14.3	i	i	i	i	i
38	Cc1cnn(CCC(=O)NNC(=S)Nc2ccc(F)cc2)c1	i	i	i	i	i	-6.2	i	i	i	i	i
39	COCCn1c(C)cc(/C=C2/SC(=O)N(CC(=O)N3CCCC3)C2=O)c1C	i	i	i	i	i	-6.0	i	i	i	i	i
40	CC1CCN(c2nc(-c3ccco3)c3c(c2C#N)CC(C)(C)OC3)CC1	i	i	i	i	i	-21.8	i	i	i	i	i
41	O=[N+]([O-])c1ccc(N2CCCCC2)cn1	i	i	i	i	i	-2.2	i	i	i	i	i
42	N#Cc1cccc(NC(=O)CCn2ccnc2)c1	i	i	i	i	i	-5.0	i	i	i	i	i
43	COc1ccccc1NC(=S)N(CCCN1CCOCC1)Cc1ccccn1	i	i	i	i	i	-6.5	i	i	i	i	i
44	COc1cccc(NC(=O)CCC(=O)N2CC(C)Oc3ccc(C)cc32)c1 (centres undefined)	i	i	i	i	i	-11.8	i	i	i	i	i
45	CCCS(=O)(=O)c1nc(S(=O)(=O)c2ccc(C)cc2)c(N2CCC(C(N)=O)CC2)s1	i	i	i	i	i	-8.2	i	i	i	i	i
46	COC(=O)c1c(NC(=O)C(=O)N2CCOCC2)sc2c1CCCC2	i	i	i	i	i	-13.4	i	i	i	i	i
47	O=C(Nc1ccccc1Cl)c1ccc2nc(N3CCOCC3)sc2c1	i	i	i	i	i	-12.4	i	i	i	i	i
48	Cc1cccc(CN2C(=O)[C@H]3Cc4c([nH]c5ccccc45)C(C)(C)N3C2=O)c1	i	i	i	i	i	-19.1	i	i	i	i	i
49	Cc1nn(Cc2ccc(C(=O)Nc3ccc(C(=O)OC(C)C)cc3)o2)c(C)c1Cl	i	i	i	i	-9.53*	-12.3	i	-9.61*	i	-10.3*	i
50	C=CCN(CC=C)C(=O)CN1C(=O)NC(C)(c2ccc3cc(OC)ccc3c2)C1=O (centres undefined)	i	i	i	i	i	-6.2	i	i	i	i	i

Later entries
no.	canonical_smiles	KCNQ1 inh	RGS4 block	MrgX1 allo act	TMEM16A act	KCNK3 block	hERG rescue	KCNQ1 pot	RGS4 act	MrgX1 agonist	KCNK9 block	ANO1 block
51	CCOc1ccc(-n2nnnc2-c2nc3ccccc3s2)cc1	i	i	i	i	i	-4.1	i	i	i	i	i
52	Cc1nn(-c2nc3ccccc3s2)c(N)c1-c1ccc(Cl)cc1	i	i	i	i	i	-8.2	i	i	i	i	i
53	CC1(C)Cc2c(sc3c2c(=N)n(Cc2ccco2)c(=O)n3CC(=O)Nc2ccccc2)CO1	i	i	i	i	i	-4.3	i	i	i	i	i
54	COc1ccc(C=C2C(=O)c3ccccc3C2=O)cc1O	i	i	i	i	i	-12.0	i	i	i	i	i
55	CN(C)S(=O)(=O)N1CCC(Oc2ccc(C(=O)NC3Cc4ccccc4C3)cc2)CC1	i	i	i	i	i	-8.0	i	i	i	i	i
56	CC1CN(C(=O)CN2C(=O)c3ccccc3S2(=O)=O)CC(C)O1 (centres undefined)	i	i	i	i	i	-2.7	i	i	i	i	i
57	CC(C)c1nc2cc(C(=O)N3CCNC(=O)C3c3cccc(F)c3)ccc2o1 (centres undefined)	i	i	i	i	i	-4.4	i	i	i	i	i
58	NS(=O)(=O)c1cccc(NS(=O)(=O)c2ccc3ccccc3c2)c1	i	i	i	i	i	-3.3	i	i	i	i	i
59	CCCCNC(=O)N1CCOCCOCCN(C(=O)NCCCC)CCOCCOCC1	i	i	i	i	i	-11.6	i	i	i	i	i
60	COc1ccc(OC)c(Nc2c3c(nc4ccccc24)CCC3)c1	i	i	i	i	i	-7.2	i	i	i	i	i
61	COc1ccc(/C=C(\C#N)C(=O)OCC(=O)Nc2c(C)cccc2C(C)C)cc1	i	i	i	i	i	-2.4	i	i	i	i	i
62	COc1ccc([N+](=O)[O-])cc1N(CC(O)CN(CC(C)C)CC(C)C)S(=O)(=O)c1ccc(C)cc1 (centres undefined)	i	i	i	i	i	-16.5	i	i	i	i	i
63	Cc1cccc(C)c1NC(=O)NCc1ccco1	i	i	i	i	i	-5.2	i	i	i	i	i
64	Cc1ccc(C)c(NS(=O)(=O)c2cc(C(=O)Nc3ccccc3-c3ccccc3)ccc2C)c1	i	i	i	i	-9.86*	-12.4	i	i	i	-11.6*	i
65	C=C(C)CN(CC)c1ccc(N2C(=O)CCCC2=O)cc1[N+](=O)[O-]	i	i	i	i	i	-5.8	i	i	i	i	i
66	Cc1cc(=O)oc(C)c1C(=O)Nc1ccccc1F	i	i	i	i	i	-7.1	i	i	i	i	i
67	O=c1[nH]c2ccccc2n2cnnc12	i	i	i	i	i	-3.2	i	i	i	i	i
